# Fibroblast inh: blocks proliferation of human lung fibroblasts | viability, % at 10 µM | LL 47 human lung fibroblast viability, ATP luminescence; active compounds read low | actives 1.1% (n = 85,000);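 active means viability at or below 50% in the single dose screen; inactive means viability above 50%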;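 further: compound exposure lasted 72 h before the ATP readout; 100% = median luminescence of untreated cell-only wells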
#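 Benchmarks: Cell-only wells, no compound | Test system: LL 47 human lung fibroblasts, passage 12 or lower | Input: 1,150 cells/well | Measured by: CellTiter-Glo luminescence measuring cellular ATP | Medium: IMEM, 15% FBS supplement | Schedule: Overnight attachment after seeding, then 72 h compound exposure at 37 °C | Doses: Compound addition at 0.1% DMSO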
# Smad3 FoxH1 inh: inhibitors of human Smad3 transcription factor binding; P84022; TR-FRET Smad3/Dy647-FoxH1 peptide binding, europium anti-His; inhibition, % at 25 µM; actives 0.29% (n = 88,000); AID 630;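 active means compounds that reduce the energy-transfer binding signal between the protein and its labelled peptide by more than half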;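 further: 0% = Smad3 plus labelled peptide maximal FRET and 100% = peptide-only background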
# PTK2B oligo ant: Pyk2 (human) oligomerization antagonism; Q14289; Q293 cells, Pyk2 FERM NanoBiT luminescence; active compounds read low; z-score (the deposit names both 25 µM and 10 µM); actives 0.83% (n = 99,000); AID 1347419;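 active means Z-score of -3 or lower, scaled per plate to the spread of control and sample wells; inactive means z-score above -3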;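 further: negative z-score means lost luminescence so less FERM oligomerization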
# Target sequence (Q14289 whole entry, looked up): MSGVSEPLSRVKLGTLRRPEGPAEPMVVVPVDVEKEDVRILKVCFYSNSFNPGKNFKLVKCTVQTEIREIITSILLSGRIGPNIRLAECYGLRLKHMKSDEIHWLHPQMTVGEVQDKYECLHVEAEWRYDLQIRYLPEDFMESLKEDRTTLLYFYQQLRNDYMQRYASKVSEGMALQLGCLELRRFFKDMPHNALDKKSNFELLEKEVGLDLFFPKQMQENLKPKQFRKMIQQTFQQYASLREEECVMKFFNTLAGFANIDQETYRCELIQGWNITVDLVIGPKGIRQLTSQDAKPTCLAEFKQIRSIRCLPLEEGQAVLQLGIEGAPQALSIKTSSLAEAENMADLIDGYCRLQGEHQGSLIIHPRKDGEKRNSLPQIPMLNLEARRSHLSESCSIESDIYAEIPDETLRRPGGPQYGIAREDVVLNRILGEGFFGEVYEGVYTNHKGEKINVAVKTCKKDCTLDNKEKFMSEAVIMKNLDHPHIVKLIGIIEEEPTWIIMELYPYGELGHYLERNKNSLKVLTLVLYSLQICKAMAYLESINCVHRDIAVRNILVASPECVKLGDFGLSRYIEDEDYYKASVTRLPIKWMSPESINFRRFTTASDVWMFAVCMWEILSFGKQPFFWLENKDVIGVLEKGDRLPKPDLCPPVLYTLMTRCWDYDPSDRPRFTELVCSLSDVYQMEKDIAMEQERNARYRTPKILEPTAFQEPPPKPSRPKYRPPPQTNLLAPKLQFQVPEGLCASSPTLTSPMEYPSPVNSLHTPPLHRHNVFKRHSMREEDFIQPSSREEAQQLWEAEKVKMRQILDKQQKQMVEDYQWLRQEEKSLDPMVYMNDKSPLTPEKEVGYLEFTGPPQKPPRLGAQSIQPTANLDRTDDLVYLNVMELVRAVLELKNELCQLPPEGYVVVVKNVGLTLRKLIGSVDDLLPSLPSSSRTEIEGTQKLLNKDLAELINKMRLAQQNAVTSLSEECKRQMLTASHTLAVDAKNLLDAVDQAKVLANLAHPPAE
# F-actin modifier: alters cytoskeleton assembly in HUVEC cells; HUVEC TNFa F-actin phalloidin imaging, high content; inhibition, % at 2 µM; actives 0.18% (n = 91,000); AID 836;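 active means inhibition above the batch mean plus 3 SD and confirmed as a hit by visual image inspection, cut at about 30% in these data, passing the limit was not always enough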; further: strong numbers were not always called active
# IL1B cytotox: toxic to HUVEC cells under IL-1B stimulation; HUVEC cell count loss, Hoechst imaging, IL-1B stimulated; cell count reduction, % at 2 µM; actives 0.41% (n = 94,000);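 active means cell count reduction more than 3 SD above the screen-wide mean, cut at about 70% in these data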;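 further: normalized per plate to untreated control cells as the no-loss baseline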
# TNFa cytotox: HUVEC cytotoxicity counter-screen, TNF alpha stimulated | HUVEC TNFalpha-stimulated, Hoechst cell count, imaging | cell count reduction, % at 2 µM | actives 0.17% (n = 93,000) | AID 848;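 active means cell count reduction exceeding the screen mean by over 5 SD, scaled to untreated wells per plate, cut at about 78% in these data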;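 further: cells counted after 24 h of TNF alpha exposure following the 1 h pretreatment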
# VCAM1 TNFa inh: reduces TNF alpha induced VCAM1 expression in HUVEC | HUVEC TNFa-induced VCAM-1 immunofluorescence, high-content imaging | inhibition, % at 2 µM | actives 0.48% (n = 95,000) | AID 802;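 active means inhibition above the batch mean plus 3 SD, with images confirmed as a hit by eye, cut at about 37% in these data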;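 further: 0% = TNF-stimulated DMSO wells and 100% = unstimulated control wells; not every result past the cut was called active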
# H69AR growth 86K: growth inhibitors of human H69AR lung tumor cells; H69AR lung tumor viability, ATP luminescence, 72 h; active compounds read low; viability, % at 10 µM; actives 6% (n = 85,000); AID 598;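 active means viability at or below 40%; inactive means viability above 40%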;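 further: multidrug resistant small cell line overexpressing MRP-1 efflux transporter; 100% = mean luminescence of untreated control wells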
# HUVEC inhibit: blocks proliferation of human endothelial cells; HUVEC proliferation, CellTiter-Glo luminescence, 72 h; active compounds read low; viability, % at 10 µM (by protocol); actives 1.1% (n = 86,000); AID 648;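 active means viability at or below 30%; inactive means viability above 30%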;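 further: 100% = median luminescence of DMSO-only cell control wells on each plate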
# An asterisk follows results filed as active; nt = no result given; [ ] = remark or other dose. Only part of the results is shown; the hit share may differ from the screen's.
SMILES,Fibroblast inh,Smad3 FoxH1 inh,PTK2B oligo ant,F-actin modifier,IL1B cytotox,TNFa cytotox,VCAM1 TNFa inh,H69AR growth 86K,HUVEC inhibit
Cc1sc2c(c1C)c(=O)nc1scc(CC(=O)O)n12,108,-8,0.4,3,-2,0,-2,103,113
COc1cc(C)c(S(=O)(=O)n2nnc3ccccc32)cc1C,108,-12,0.45,10,18,5,16,108,105
CCOc1cc(C)nc(N2CCN(C3CCCCC3)CC2)n1,95,4,0.2,-3,3,-26,3,81,87
Cc1cccn2c(=O)c3cc(C#N)c(=NC(=O)c4ccccc4)n(Cc4ccco4)c3nc12,90,-12,nt,nt,nt,nt,nt,49,78
O=c1c2[nH]c3ccc(F)cc3c2ncn1CCN1CCN(Cc2ccccc2)CC1,98,-4,nt,nt,nt,nt,nt,90,85
O=C(O)CC1S/C(=N\N=C/c2ccccc2)N(c2ccc(O)cc2)C1=O (stereo not drawn),nt,nt,-0.68,-16,-81,-31,-37,nt,nt
COc1cccc(OC)c1C(=O)N1CCN(Cc2ccccc2C)CC1,94,0,0.18,26,-23,-37,-22,91,99
COc1ccc(-n2c(O)c(C=NC3CC3)c(=O)[nH]c2=O)cc1,105,-2,-0.18,4,12,-2,-5,92,99
CC(=O)Oc1ccccc1C1OC(=O)c2ccccc2N1C(C)=O (stereo not drawn),94,-11,1.3,-2,-1,-12,7,79,92
COc1ccc(CCCc2nnc(SCC(=O)Nc3cc(C)c(C)cc3Br)o2)cc1,98,6,-0.75,8,-14,6,-9,93,100
O=C(CSc1nnc(CNC(=O)c2cccs2)o1)c1ccccc1,94,-10,0.68,-6,-17,3,27,94,94
CN(CC(=O)Nc1cccc2c1CCCC2)S(=O)(=O)c1ccc(Br)cc1,nt,nt,0.43,-54,-26,11,6,nt,nt
Cc1cc(C)c(C)c(OCc2nc(-c3cccnc3)no2)c1,93,5,-0.74,14,26,2,44,91,100
COC(=O)C1=C(C)NC(=O)NC1c1cccc(OC)c1OCc1ccccc1 (stereo not drawn),101,15,-2,7,16,1,15,91,95
O=C(NC1CCCCCC1)c1cc2n(n1)C(C(F)(F)F)CC(c1ccco1)N2 (stereo not drawn),92,2,0.48,-31,3,-20,-4,99,114
COC(=O)c1ccc(NC(=O)C(C)Oc2ccccc2)cc1 (stereo not drawn),104,-18,-0.28,-10,-16,-24,16,106,97
Cc1ccccc1-c1nnc2s/c(=C\c3ccc(N(C)C)cc3)c(=O)n12,96,-20,nt,nt,nt,nt,nt,101,103
CC(=O)c1sc2nc(-c3cccs3)ccc2c1N,95,10,0.35,-25,-12,0,3,77,58
Cc1ccc(NC(=O)c2ccc3c(c2)OCCO3)cc1,88,8,0.19,5,-17,0,5,83,77
Cc1cc(C)c(N2C(=NC(=O)CCCC(=O)O)SC3CS(=O)(=O)CC32)c(C)c1 (stereo not drawn),107,-3,0.47,-1,-6,-32,-6,89,94
O=C(O)CSc1nc2c(c(=O)[nH]1)CCCC2,102,-7,-0.22,9,-10,-8,-8,91,105
O=S(NCc1ccccc1)C12CC3CC(CC(C3)C1)C2 (stereo not drawn),95,4,-0.7,6,-13,-44,18,97,102
COc1ccc(C2CC(c3ccccc3Cl)Nc3ncnn32)cc1OC (stereo not drawn),108,-2,0.75,-14,25,10,-15,87,101
C#Cc1ccc(C(=O)Nc2cc(C(N)=O)ccc2N2CCOCC2)cc1,87,4,0.83,nt,nt,nt,nt,62,93
COc1ccc(N(CN2C(=O)c3ccccc3C2=O)C(=O)C(C)C)cc1,106,9,0.23,-31,46,-3,7,94,105

# (cont.)
SMILES,Fibroblast inh,Smad3 FoxH1 inh,PTK2B oligo ant,F-actin modifier,IL1B cytotox,TNFa cytotox,VCAM1 TNFa inh,H69AR growth 86K,HUVEC inhibit
CCOC(=O)N1CCC(NC(=O)C2CCN(Cc3nc(-c4ccc(CC)cc4)oc3C)CC2)CC1,97,-2,nt,nt,nt,nt,nt,86,63
Cc1cc(C)cc(OCc2ccc(C(=O)O)o2)c1,129,0,0.01,2,-4,-15,13,101,102
O=C(NC1CCCCCCC1)NC1CCCCC1,95,-3,0.87,-7,19,-16,14,87,99
Cc1nccn1-c1c2c(c(C#N)c3nc4ccccc4n13)CCC2,93,11,nt,nt,nt,nt,nt,86,83
Cc1ccc(Nc2nc(CSc3nnnn3-c3ccccc3)cc(=O)[nH]2)cc1,97,6,-0.8,-8,-23,-34,14,23*,77
CCOC(=O)C1C(=O)NC(c2ccccc2)=NC1c1ccc(F)cc1 (stereo not drawn),nt,nt,0.06,1,0,-1,-6,nt,nt
CCN(CC)c1nc2ccccc2n2cnnc12,97,-5,-0.02,45,-5,-37,16,73,101
Cc1ccc(C(=O)/C=C/c2cn(CN3CCN(C)CC3)c3ccccc23)cc1,89,-2,-1.6,5,-21,-6,-1,5.8*,64
COC(=O)Cn1c(CCS(=O)(=O)c2ccc(Cl)cc2)nc2ccccc21,105,-8,0.86,-11,-17,-11,6,62,106
COc1ccccc1N1CCN(C(=O)C(C)N(c2ccccc2)S(C)(=O)=O)CC1 (stereo not drawn),100,0,-0.22,9,-13,-6,-5,94,100
CSCCC(NS(=O)(=O)c1ccc(Cl)cc1)C(=O)OCC(=O)NC1CCCCC1 (stereo not drawn),nt,nt,1.8,-2,-17,-5,-10,nt,nt
COc1cc(C(=O)N2CCN(C/C=C/c3ccccc3)CC2)cc(OC)c1OC,90,-8,0.87,-9,-17,nt,-34,60,95
Cc1ccc(SCCC(=O)Nc2c(C)n(C)n(-c3ccccc3)c2=O)cc1,105,2[fluorescence artefact?],0.78,9,-10,0,-16,103,92
c1ccc(-n2ncc3c(NC4CCCCCC4)ncnc32)cc1,82,-11,nt,nt,nt,nt,nt,48,73
CCNC(=O)COc1cccc2ccccc12,nt,nt,0.57,10,-7,-22,16,nt,nt
C=CCNC(=O)c1c(N)n(-c2ccc3c(c2)OCO3)c2nc3ccccc3nc12,31*,14[fluorescence artefact?],0.36,30,-14,12,-10,13*,37
O=c1c2[nH]c3ccccc3c2ncn1Cc1ccccn1,91,4,-0.36,7,2,-18,-3,89,58
COc1ccc(CCNC(=O)c2ccc(N3CCCC3=O)cc2)cc1OC,99,5[fluorescence artefact?],0.07,nt,-119,nt,nt,82,95
CCn1c(=O)c2cc(C(=O)N3CCCC3)sc2c2ccccc21,104,11,nt,nt,nt,nt,nt,55,86
CC1(C)CC(=O)C(C=NCCCn2ccnc2)=C(O)C1,105,2,0.38,21,-6,-51,24,100,96
NC(=S)n1[nH]c(-c2ccc([N+](=O)[O-])cc2)c(N=Nc2ccc(O)cc2)c1=O,81,6,-3.6*,-13,1,2,9,84,84
O=C(COC(=O)c1cncc(Br)c1)NC1CC1,98,-11,-0.01,nt,-4,-40,-1,89,110
Cc1ccc(C)c2[nH]c(=O)c(CN(CC3CCCO3)C(=O)NC3CCCCC3)cc12 (stereo not drawn),97,4,-0.59,nt,nt,nt,nt,56,91
CCCCOC(=O)c1ccc(NC(=O)Nc2ccc(OC)c(OC)c2)cc1,94,-9,-0.57,8,-6,-18,6,82,68
Cc1scc(C(=O)NNC(=S)NCC2CCCO2)c1C (stereo not drawn),nt,nt,0.24,1,1,29,5,nt,nt

# Carrying on:
SMILES,Fibroblast inh,Smad3 FoxH1 inh,PTK2B oligo ant,F-actin modifier,IL1B cytotox,TNFa cytotox,VCAM1 TNFa inh,H69AR growth 86K,HUVEC inhibit
CC1CN(CCC(=O)Nc2ccc3c(c2)CCC3)CC(C)O1 (stereo not drawn),102,3,0.6,3,-14,-35,25,94,89
CC1(C)C2([N+](=O)[O-])CN3CC1([N+](=O)[O-])CN(C2)C3c1ccccc1 (stereo not drawn),nt,nt,1.4,-3,-2,3,19,nt,nt
CCC(C(=O)NC1CCCC1)N(C(=O)c1snc(C(N)=O)c1N)c1ccc2c(c1)OCCO2 (stereo not drawn),89,0,-1.8,46,8,16,-4,33*,103
Cc1ccccc1NC(=O)CN1C(=O)NC(C)(c2ccc3c(c2)OCO3)C1=O (stereo not drawn),97,7,-0.67,2,-12,-25,5,93,100
COc1cc2c(=O)nc3n(c2cc1OC)C(c1ccccc1)N=C(N)N3 (stereo not drawn),102,-12,nt,nt,-10,nt,nt,92,90
Cc1cc(C(=O)NCCc2ccccc2)ccc1[N+](=O)[O-],nt,nt,1.4,44,-14,-12,1,nt,nt
Cc1ccc(C)c(NS(=O)(=O)c2cc(C(=O)NCc3ccccn3)ccc2Cl)c1,nt,nt,-0.44,18,1,4,-7,nt,nt
CCOC(=O)CCc1c(C)nc(SCC(=O)O)c(C#N)c1C,103,12[fluorescence artefact?],-0.1,19,-22,-44,11,98,106
O=C(c1ccc(Cl)cc1)c1cnc(-c2ccccc2)s1,nt,nt,0.23,nt,2,0,-1,nt,nt
O=C(CCn1c(=O)sc2ccccc21)NCc1ccccc1,103,-7,nt,6,0,-10,-5,89,96
O=C(Nc1cccc(S(=O)(=O)C(F)F)c1)c1ccc(S(=O)(=O)N2CCOCC2)cc1,95,7,-0.4,-8,7,-2,17,91,85
COc1ccc(CCNC(=O)c2cnn(-c3ccc(C)c(C)c3)c2NC(=O)c2ccco2)cc1OC,107,22,-0.49,-34,-67,4,6,78,95
CCOc1ccc(/C=N/N(C)c2ccccc2)cc1OC,86,-4,0.03,-2,10,-10,-4,93,102
COC(=O)C1=C(O)/C(=C\c2ccc(CNC(=O)C(=O)Nc3ccc(C)c(C)c3)o2)N=C1C,89,0,0.35,-13,-4,7,10,40*,19*
CCCCCn1c(CN2CCN(c3cccc(Cl)c3)CC2)nc2c1c(=O)[nH]c(=O)n2C,84,0,-1.1,5,-28,-12,-2,39*,64
O=C(O)CCCCCNC(=O)c1ccccc1Br,98,17,-0.43,20,-11,-2,0,98,93
O=C(Cn1cnc2ccc(Br)cc2c1=O)c1cccs1,nt,nt,-0.5,12,-11,-4,4,nt,nt
O=C(Cn1cnc2ccccc2c1=O)c1cccs1,nt,nt,-0.69,4,3,-12,-21,nt,nt
O=C(NC1CCCc2ccccc21)c1cccnc1 (stereo not drawn),94,6,-0.71,nt,nt,nt,nt,83,80
c1ccc(SCc2nc3ccccc3[nH]2)cc1,nt,nt,0.28,-31,5,5,7,nt,nt
Cc1ccc(-c2nc(S(=O)(=O)c3ccc(F)cc3)c(SCC(=O)NCC3CCCO3)o2)cc1 (stereo not drawn),94,-8[fluorescence artefact?],-0.34,-17,-8,-12,10,86,106
COc1ccc(/C=C/C(=O)NC(=S)NNC(=O)Cc2cccs2)cc1,nt,nt,-0.62,9,-10,-26,6,nt,nt
COC(=O)c1ccc(C(=O)OC)c(NC(=O)c2oc(C)nc2C)c1,98,-8,nt,nt,nt,nt,nt,82,91
c1ccc(-c2nnc(-c3ccccn3)nn2)nc1,100,4,nt,nt,nt,nt,nt,44,80
Cc1cc2c(=O)n(Cc3ccco3)c(SCC(=O)NCc3ccco3)nc2s1,93,1,-0.51,-5,1,-12,14,83,94
CC1Cc2ccccc2N1C(=O)C1CCCN(S(=O)(=O)c2cccc3cccnc23)C1 (stereo not drawn),82,16[fluorescence artefact?],nt,nt,nt,nt,nt,37*,80
COc1ccc2c(c1)C1=NN(/C(C)=C\C(C)=O)C(c3ccccc3)C1CC2 (stereo not drawn),99,5,-1.4,10,6,-24,5,59,94
N#CCC(=O)N/N=C/c1ccc(OS(=O)(=O)c2ccccc2)cc1,nt,nt,0.89,-18,-19,0,4,nt,nt

# Source: PubChem BioAssay (several laboratories)
